# MEKK3 PB1 HTS – raises or lowers MEK5 binding to the human MEKK3 PB1 domain; bead-based flow cytometry, Alexa488-MEK5 binding to MEKK3; actives lie on both sides; 0 = blocked by unlabeled MEK5, 100 = vehicle; binding response (% of control), % at 10 µM; 1.4% of 290,000 active; AID 1529;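 active = binding response more than 3 SD above or below the average of its plate-row segment, actives on both sides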;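 note: Alexa488 bead fluorescence after subtracting the streptavidin-only scavenger bead signal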
# Target sequence (Q99759 whole entry, looked up, the tested form may be a part): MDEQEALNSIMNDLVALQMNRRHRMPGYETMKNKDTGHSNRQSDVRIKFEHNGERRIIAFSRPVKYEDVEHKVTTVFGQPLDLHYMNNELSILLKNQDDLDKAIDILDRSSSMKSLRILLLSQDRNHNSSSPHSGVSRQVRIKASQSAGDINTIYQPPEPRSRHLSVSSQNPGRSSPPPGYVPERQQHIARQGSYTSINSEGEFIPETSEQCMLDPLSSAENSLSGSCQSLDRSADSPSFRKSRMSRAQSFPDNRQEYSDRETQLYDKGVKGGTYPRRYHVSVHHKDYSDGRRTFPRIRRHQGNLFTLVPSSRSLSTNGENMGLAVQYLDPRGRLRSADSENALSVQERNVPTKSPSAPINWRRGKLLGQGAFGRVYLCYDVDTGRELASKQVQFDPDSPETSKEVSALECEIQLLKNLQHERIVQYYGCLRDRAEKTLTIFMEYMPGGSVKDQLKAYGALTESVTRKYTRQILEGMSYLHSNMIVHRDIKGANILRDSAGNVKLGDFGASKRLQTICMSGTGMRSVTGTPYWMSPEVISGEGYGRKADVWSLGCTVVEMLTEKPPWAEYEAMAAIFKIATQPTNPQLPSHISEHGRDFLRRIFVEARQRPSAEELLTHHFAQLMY
# UBC9 SUMO inh – inhibitors of human SUMOylation (UBC9); P63279; AID 2006; inhibition, % at 35 µM; HTRF SUMOylation assay, SAE1/SAE2 + UBC9, in vitro; 0.36% of 290,000 active; in the data active = inhibition above about 50%, passing the limit was not always enough; note: strong numbers were not always called active
# Target sequence (P63279 whole entry, looked up): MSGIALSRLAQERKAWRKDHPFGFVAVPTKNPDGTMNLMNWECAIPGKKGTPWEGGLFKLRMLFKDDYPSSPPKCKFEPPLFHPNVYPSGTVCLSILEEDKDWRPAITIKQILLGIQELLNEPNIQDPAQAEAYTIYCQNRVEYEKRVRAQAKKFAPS
# IMP-1 inhibitor – inhibitors of Pseudomonas aeruginosa IMP-1 metallo-beta-lactamase | inhibition, % at 5.6 µM | purified IMP-1, nitrocefin hydrolysis, epi-absorbance fluorescence | 0.45% of 290,000 active | AID 1556;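 active = inhibition above the mean plus 3 SD of all compounds in the same screening run, cut at about 4.5% in these data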;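 note: 0% = IMP-1 with DMSO and 100% = DMSO wells lacking enzyme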
#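 System – purified recombinant IMP-1 beta-lactamase · Input – IMP-1 dispensed at 0.2 nM · Timing – 15 min preincubation plus 25 min reaction at 25 °C · Signal – Epi-absorbance fluorescence, 480 nm excitation, 530 nm emission · Measure – percent IMP-1 inhibition derived from blank-referenced optical density · Controls – Enzyme-plus-DMSO low control, enzyme-free DMSO high control · Replication – singlicate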
# VIM-2 inhibitor – inhibitors of Pseudomonas aeruginosa VIM-2 metallo-beta-lactamase; purified VIM-2, nitrocefin hydrolysis, epi-absorbance fluorescence; inhibition, % at 5.6 µM; 0.89% of 290,000 active;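 active = inhibition above the mean of all tested compounds plus 3 SD, cutoff set per screening run, cut at about 7.5% in these data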;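 note: red hydrolysis product quenches plate fluorescence so inhibitors raise well fluorescence; 0% = enzyme with DMSO and 100% = DMSO without enzyme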
# IDE cell activ – boosts human insulin-degrading enzyme activity in HEK cells; P14735; FAbeta-B cleavage, fluorescence polarization; 0% vehicle, 100% cell-free pure enzyme wells; activation, % at 5.96 µM; 0.073% of 340,000 active;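 active = activation above the mean of all tested compounds plus 3 SD, set per screening campaign, cut at about 17% in these data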
# NS3 helicase inh – HCV NS3 helicase inhibition; NS3 helicase DNA unwinding, Cy5 molecular beacon fluorescence; inhibition, % at 10.9 µM; 0.56% of 290,000 active; AID 1800;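 active = inhibition above the mean of all tested compounds plus 3 SD, set per campaign, cut at about 35% in these data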;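 note: 0% = DMSO wells and 100% = thioflavine S control wells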
#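 Assay system: hepatitis C virus NS3 helicase domain fragment enzyme. Also added: annealed dual-labelled DNA beacon duplex, ATP-started. Timing: 1 h reaction at 25 °C, ATP-initiated. Technique: Cy5 fluorescence at 0 and 60 min, beacon hairpin quenching. Evaluation: % inhibition of unwinding. Replication: one well per compound.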
# PHOSPHO1 block – PHOSPHO1 (human) inhibition. AID 1565. recombinant PHOSPHO1, absorbance phosphatase assay. inhibition, % at 13.3 µM. 1.1% of 290,000 active. Q8TCT1; in the data active = inhibition above about 60%
# Target sequence (Q8TCT1 whole entry, looked up): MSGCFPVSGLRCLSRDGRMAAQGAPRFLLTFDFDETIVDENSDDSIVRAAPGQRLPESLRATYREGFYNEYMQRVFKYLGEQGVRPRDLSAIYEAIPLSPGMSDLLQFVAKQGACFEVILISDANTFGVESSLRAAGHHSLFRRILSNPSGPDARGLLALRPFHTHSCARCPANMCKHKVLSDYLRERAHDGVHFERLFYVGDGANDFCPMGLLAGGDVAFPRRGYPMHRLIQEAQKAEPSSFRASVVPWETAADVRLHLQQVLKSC
# pCIP destab – compounds decreasing mouse p/CIP protein stability | Q05BA5 | F442A p/CIP-EGFP cells, EGFP fluorescence, 16 h | decrease of EGFP signal, % at 10 µM | 0.01% of 290,000 active | AID 1984;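 active = EGFP signal decrease of at least 30% at 10 µM or well 3 SD below plate mean, unless failing retest; inactive = the rest, including hits failing retest or dose response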; note: some compounds called inactive have numbers as strong as hits; many of its hits are not listed in these tables
# DNA FID counter – counter-screen for HCV NS3 helicase inhibitors: DNA intercalator displacement. inhibition, % at 7.9 µM. DNA fluorescent intercalator displacement, fluorescence. AID 1845. 0.17% of 290,000 active; in the data active = inhibition above about 37%;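 note: 0% = vehicle and 100% = reference compound; higher means more ethidium bromide displaced from hairpin DNA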
# * marks the source's active call; other numbers are inactive results; · = no result given; [ ] = another dose, or the depositor's remark. The list is partial. The share of hits here may be higher or lower than overall.
SMILES,MEKK3 PB1 HTS,UBC9 SUMO inh,IMP-1 inhibitor,VIM-2 inhibitor,IDE cell activ,NS3 helicase inh,PHOSPHO1 block,pCIP destab,DNA FID counter
O=C(COc1ccc(Cl)c(Cl)c1)NN1C(=O)C2C(C1=O)C1C=CC2C12CC2 (configuration not stated),97,8,-2.3,-3.2,-3,-13,13,3,-7
CCCC1c2ccsc2CCN1C(=S)NC (configuration not stated),102,19,-1.6,-1.4,-2,-13,38,-7,-4
Cc1ccc(NC(=S)Nc2ncccc2C)c(C)c1,95,10,-1.6,-0.7,1,-27,35,-4,-7
COc1ccc(NC(=O)C(NC(C)=O)C(=O)NCc2ccccc2)cc1 (configuration not stated),103,-14,3.4,-1.7,5,-8,41,7,0
O=C(Cn1cccc1C(=O)c1ccccc1)NCCc1ccc(Cl)cc1,100,·,-1.5,-4.9,5,-3,58,-4,-41
CC(C)C(=O)NCc1cc(-c2ccccc2)no1,102,-6,-2.8,-1.4,6,-5,32,3,2
C/C(=N\NC(=O)c1nnn(-c2nonc2N)c1C(C)C)c1cc(C)sc1C,103,7,-4.5,-7.1,-1,-8,8,-8,-34
C=CCSc1ncc(C(=O)OCC)c(N)n1,101,12,-0.4,1.3,3,9,28,-15,6
O=C(Cn1nnc(-c2ccc(Cl)cc2)n1)NC1CC2CCC1C2 (configuration not stated),107,-10,-3.1,-1.6,-4,4,4,1,0
O=C(COc1ccccc1)NC(NC(=S)Nc1ccccc1O)C(Cl)(Cl)Cl (configuration not stated),103,-10,-0.7,-2.7,1,10,-37,-2,-13
CCOC(=O)N1CCN(C(=O)CN(c2ccc(Cl)c(C(F)(F)F)c2)S(C)(=O)=O)CC1,109,2,-3.5,-0.3,-3,7,-14,7,-30
Cc1cccn2c(=O)c(/C=C(\C#N)C(N)=O)c(N3CCCCCC3)nc12,110,-2,-2.9,0.6,1,31,-4,3,-29
CC1CCN(C(=O)C2CCC(C)(C(=O)O)C2(C)C)CC1 (configuration not stated),135*,12,-5.7,-3.7,1,-9,-6,-12,3
Cc1sc2nc(C(C)C)nc(SCC(=O)NCc3ccco3)c2c1C,-1.0*[inhibitor],5,-2.6,0.2,1,12,39,3,-18
C=C1C(C(=O)Nc2ccc(OC)cc2)C1C(=O)Nc1ccc(OC)cc1 (configuration not stated),100,13,-2.7,-0.9,11,-5,32,-8,-1
CC(C)(CO)NCC(O)Cn1cc(C=O)c2ccccc21 (configuration not stated),103,14,-2.7,-2.0,5,6,30,2,0
CCC(CO)NCc1cc(OC)c(OCC(=O)NCCc2ccccc2)cc1Br (configuration not stated),101,-8,-2.0,-2.4,-3,-2,24,-3,4
COc1cc(OC)c(C(=O)O/N=C(\N)c2ccccn2)cc1OC,103,21,-1.1,-1.3,3,2,22,-8,-12
Cc1ccc(Sc2cnccc2C#N)cc1,97,18,-2.0,-1.0,1,0,-2,-11,-5
CC/C(=N/Nc1ccccc1C)c1cnnc(SC)n1,92,19,-2.0,1.7,5,-14,-23,0,-4
CCC(C)Sc1nc2c(cnn2-c2ccccc2)c(=O)[nH]1 (configuration not stated),101,10,2.7,1.3,-1,-1,5,-1,-11
Cc1cc2cc(C(c3nnnn3C(C)(C)C)N(Cc3ccco3)CC3CCCO3)c(=O)[nH]c2cc1C (configuration not stated),94,20,-2.8,-5.6,3,3,-8,-19,-16
CCCC(=O)Nc1ccccc1-c1nnc(SCC)[nH]c1=O,104,23,-0.7,0.5,6,-7,17,-5,-2
Cc1sc2ncn(CC(=O)NCCCC(=O)N3CCN(c4ccccc4)CC3)c(=O)c2c1C,94,12,-2.4,-2.1,2,4,10,-14,-3
CSc1cccc(NC(=O)C2CCN(S(=O)(=O)c3ccc4c(c3)NC(=O)CO4)CC2)c1,96,16,-2.6,-1.9,-12,3,19,-7,-16

# Some of the entries so far, bar-delimited.
molecule | MEKK3 PB1 HTS | UBC9 SUMO inh | IMP-1 inhibitor | VIM-2 inhibitor | IDE cell activ | NS3 helicase inh | PHOSPHO1 block | pCIP destab | DNA FID counter
O=C(COc1ccccc1)NC(NC(=S)Nc1ccccc1O)C(Cl)(Cl)Cl (configuration not stated) | 103 | -10 | -0.7 | -2.7 | 1 | 10 | -37 | -2 | -13
C/C(=N\NC(=O)c1nnn(-c2nonc2N)c1C(C)C)c1cc(C)sc1C | 103 | 7 | -4.5 | -7.1 | -1 | -8 | 8 | -8 | -34
Cc1cc2cc(C(c3nnnn3C(C)(C)C)N(Cc3ccco3)CC3CCCO3)c(=O)[nH]c2cc1C (configuration not stated) | 94 | 20 | -2.8 | -5.6 | 3 | 3 | -8 | -19 | -16
CCCC(=O)Nc1ccccc1-c1nnc(SCC)[nH]c1=O | 104 | 23 | -0.7 | 0.5 | 6 | -7 | 17 | -5 | -2
Cc1ccc(NC(=S)Nc2ncccc2C)c(C)c1 | 95 | 10 | -1.6 | -0.7 | 1 | -27 | 35 | -4 | -7
CCC(C)Sc1nc2c(cnn2-c2ccccc2)c(=O)[nH]1 (configuration not stated) | 101 | 10 | 2.7 | 1.3 | -1 | -1 | 5 | -1 | -11

# Next section:
SMILES,MEKK3 PB1 HTS,UBC9 SUMO inh,IMP-1 inhibitor,VIM-2 inhibitor,IDE cell activ,NS3 helicase inh,PHOSPHO1 block,pCIP destab,DNA FID counter
O=C(COC(=O)c1ccccn1)Nc1ccccc1Cl,103,-10,-3.0,-3.9,0,0,-11,10,2
Cc1ccc(OCC(=O)Oc2cccc(C)c2C)cc1,106,-10,-5.8,-4.9,1,11,8,-18,-21
COc1ccccc1CC(=O)NC1CCN(Cc2ccccc2)CC1,99,4,0.2,0.4,4,23,-5,9,6
COC(C)(C)[C@]12CC(O)(c3ccccc3)ON1[C@H]1CCCCC1N2O (some centres not stated),105,7,0.6,3.1,0,-5,11,-4,-2
Cc1c(C(=O)OCC(=O)NCCN2C(=O)CSC2=O)oc2c1ccc1ccccc12,91,13,-3.3,3.5,0,-15,4,2,-17
COCCNC(=O)C1CCCN(c2ncccn2)C1 (configuration not stated),100,-13,0.0,-0.6,-5,1,20,-12,4
CCCCCNC(=O)C(C)NS(=O)(=O)c1ccc(OC)cc1 (configuration not stated),90,18,-2.9,-2.7,2,3,-70,-3,-4
COc1ccc(OC(=O)c2cccnc2)cc1,96,7,-5.0,-0.6,1,9,-5,-22,-5
O=C(NCCCN1CCCC1=O)c1ccc2c(c1)NC(=O)c1ccccc1S2,104,8,-3.8,-4.8,-4,2,-7,-10,-15
CCn1c(C)cc(/C=C2/NC(=O)N(CC(=O)Nc3cccc(C)c3)C2=O)c1C,125,10,-1.8,-2.6,1,17,-1,-9,-15
Cc1cc(=O)n2c(ccc3ccccc32)c1C#N,·,22,-2.6,-1.7,1,2,5,-3,-2
Cc1ccc(S(=O)(=O)N(C)C)cc1NC(=O)c1sccc1Cl,95,14,-3.2,-0.5,3,3,29,-2,-9
CC(NC(=O)CN(c1ccc(Cl)cc1)S(C)(=O)=O)c1ccccc1 (configuration not stated),96,8,0.1,-0.5,-1,-2,14,-3,-11
COc1ccccc1CNC(=O)CN1C(=O)C(C)N(c2ccc(C)cc2)C1=O (configuration not stated),100,10,-2.2,-2.3,4,2,-7,-9,-15
Cc1ccc(C(O)P(=O)(OCc2ccccc2)c2ccc(N(C)C)cc2)cc1 (configuration not stated),108,-2,-3.0,-3.8,7,-5,46,-2,-37
CCOC(=O)N1CCN(C(=O)Nc2ccc(NC(=O)N3CCN(C(=O)OCC)CC3)cc2)CC1,95,8,-3.1,-0.6,2,-2,-8,-12,-23
COc1cccc(NC(=O)CSc2nnc(-c3ccco3)c(-c3ccco3)n2)c1,99,40,1.4,-2.4,-2,21,10,-4,-5
CCCC[C@@H]1CNC(=S)N1CCC12CC3CC(CC(C3)C1)C2,89,-6,-2.5,-2.0,2,-10,30,-4,-4
Cc1ccc(S(N)(=O)=O)cc1NC(=O)C(c1ccccc1)c1ccccc1,102,3,-1.0,-1.8,-5,-5,·,-2,-1
CC(C)=CC(=O)Nc1nnc(C)s1,64,5,-3.0,0.3,0,-3,-6,2,-1
Clc1ccc(N2N=C(c3cccs3)CC2c2ccco2)cc1 (configuration not stated),101,21,-2.7,-1.4,0,-2,41,-4,3
CC(Oc1ccc2cc(-c3ccccc3)c(=O)oc2c1)C(=O)NCC1CCC(C(=O)O)CC1 (configuration not stated),107,41,-4.0,-3.0,4,-1,-18,1,-44
O=C(OCc1ccccc1)c1cn(-c2ccccc2)nc1-c1ccncc1,105,19,-2.5,-0.8,9,-7,24,-12,-15
CCCn1c(N)c(N(CCOC)C(=O)c2cc(C)cc(C)c2)c(=O)[nH]c1=O,100,3,-2.8,-2.1,6,9,15,-14,-8
COc1ccc(CCN(C)CC(O)COc2ccc(C(C)=O)cc2OC)cc1OC (configuration not stated),101,18,-0.8,-0.3,2,-7,37,-4,3

# Other entries follow.
SMILES,MEKK3 PB1 HTS,UBC9 SUMO inh,IMP-1 inhibitor,VIM-2 inhibitor,IDE cell activ,NS3 helicase inh,PHOSPHO1 block,pCIP destab,DNA FID counter
CCNc1nc(C)c(CN(C(C)=O)c2ccccc2)nc1C#N,102,26,-1.1,-1.2,0,-1,-10,0,-11
CCCCN(CC)S(=O)(=O)c1ccc(C(=O)Nc2nnc(-c3cccs3)o2)cc1,113,-37,-1.6,-4.1,·,24,12,-5,-22
Cc1nn(C)c(=S)n1-c1ccc(Cl)cc1,93,28,-1.8,-3.5,4,4,13,-6,-4
CCOC(=O)c1c(CN2CCN(Cc3ccccc3)CC2)n(C)c2cc(Br)c(OC)cc12,105,-37,-5.5,-4.0,2,0,-6,8,2
CC(=O)C1=C(O)C(=O)N(c2ccc(C)cc2)C1c1ccccn1 (configuration not stated),98,18,-2.8,-0.3,0,2,-10,-10,-3
Cc1ccc(NC(=O)C2CCCN(S(=O)(=O)c3cccs3)C2)cc1 (configuration not stated),85,-9,-5.1,-3.1,2,8,10,-3,-16
COc1ccc(-n2nnc3c(=O)n(CC(=O)Nc4ccc5c(c4)OCCO5)cnc32)cc1OC,100,24,-1.2,-0.7,0,-12,18,4,-11
CN(C)S(=O)(=O)N1CCCN(S(=O)(=O)N(C)C)CC1,108,12,-1.7,0.4,4,-2,-16,-18,2
CC(C)(C)C(=O)NC(=S)NNC(=O)c1sc2ccccc2c1Cl,105,-87,-3.5,-2.3,-1,12,-38,8,-6
COc1ccc(CCN2C(=O)N[C@@H](C(C)C)C2=O)cc1,106,10,-0.7,0.5,5,-17,14,-4,-1
Fc1ccccc1NC(=S)NCc1ccc2c(c1)OCO2,83,-7,-1.6,-1.4,2,-3,-8,-1,-1
CCc1cc2c(N3CCN(c4ccccc4)CC3)ncnc2s1,76,-7,-2.9,0.3,4,-8,12,-17,-19
COc1ccc(-c2nsc3c(N4CCCC4)ncnc23)cc1,-1.0*[inhibitor],-30,-2.4,-3.3,4,16,10,11,-10
CCc1c(C(C)S(=O)(=O)c2ccc(C)cc2)[nH]c(=O)n1-c1ccc(C)cc1 (configuration not stated),109,7,0.1,-0.9,3,0,90*,-1,-14
O=C(NC(=S)NNC(=O)c1cccs1)c1ccco1,·,15,4.2,-3.1,1,4,27,-4,0
O=C(Cn1cnc2ccccc2c1=O)NCc1ccc2c(c1)OCO2,104,4,-2.1,-3.6,3,-2,12,-4,-1
